Source: PubChem BioAssay
TbPYK inhibitor: blocks Trypanosoma brucei pyruvate kinase; Q57TT1; 410,000 compounds, 0.12% hits; TbPYK enzyme, Kinase-Glo Plus ATP luminescence, 45 min; Potency, µM (highest dose often 76.8 µM), for the others: top-dose activity, negative = inhibition, hits mostly inhibitors; further: potency means the concentration at half of the fitted maximal effect; nearly all actives have a fitted effect of over 50% in size
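Assay buffer: 50 mM TEA pH 7.2, 100 mM KCl, 10 mM MgCl2, 0.05% BSA, 0.01% Tween-20. Pyruvate kinase from T. brucei plus substrate met compound, then ADP (130 uM final). Luminescence was read post 45 min RT.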
AmpC no deterg: blocks E. coli AmpC beta-lactamase in detergent-free assay. P00811. AmpC nitrocefin hydrolysis, absorbance 480 nm, 0.0001% Triton. Potency, µM (titrated, usually from 57.1 µM), inactives show at the top dose activity change, negative = inhibition, hits mostly inhibitors. 330,000 compounds, 0.52% hits;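 further: potency means the concentration at half of the fitted maximal effect; plate controls were no compound for no effect and no enzyme for full effect; nearly all actives have a fitted effect of over 20% in size; some results filed as inactive show a strong effect at the top dose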
Target sequence (P00811 whole entry, looked up): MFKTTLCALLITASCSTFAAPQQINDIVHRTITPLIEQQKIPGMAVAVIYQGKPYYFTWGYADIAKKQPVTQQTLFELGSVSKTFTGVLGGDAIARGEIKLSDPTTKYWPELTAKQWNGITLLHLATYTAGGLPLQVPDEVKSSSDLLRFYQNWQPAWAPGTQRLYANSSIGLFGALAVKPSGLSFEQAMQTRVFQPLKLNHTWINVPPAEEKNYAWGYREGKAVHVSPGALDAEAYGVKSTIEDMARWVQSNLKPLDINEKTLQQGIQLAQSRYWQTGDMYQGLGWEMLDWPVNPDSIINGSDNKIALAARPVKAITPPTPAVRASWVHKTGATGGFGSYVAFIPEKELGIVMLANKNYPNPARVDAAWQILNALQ
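20 mM phosphate pH 7.0 + 0.01% (detergent screen) or 0.0001% Triton X-100; 5.3 nM AmpC reagent; cpd preinc 15 min RT; nitrocefin (800 uM stock) to start; A480 q20 s × 4 min; Activity was normalised to no-enzyme and no-compound control wells.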
AMA1 RON2 block: AMA1-RON2 (P. falciparum) interaction inhibition. AlphaScreen AMA1-biotinylated RON2 peptide binding. Potency, µM (doses to about 58.2 µM), inactives show at the highest dose activity change, negative = inhibition, usual class: inhibitors. 360,000 compounds, 0.2% hits. AID 720542;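 further: potency means the concentration at half of the fitted maximal effect; 0% = vehicle wells and -100% = peptide control; nearly all actives have a fitted effect of over 45% in size; some results filed as inactive show a strong effect at the top dose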
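AMA1 (3D7) with his tag at 25 nM final met compounds first, then biotinylated RON2 peptide at 25 nM; detection used donor plus acceptor beads, 10 µg/mL apiece, read by AlphaScreen after 30 min at room temperature.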
AmpC detergent: blocks E. coli AmpC beta-lactamase in detergent assay. Potency, µM (doses to about 114 µM), without a hit: top-dose activity change, negative = inhibition, usual class: inhibitors. P00811. 370,000 compounds, 0.041% hits. AmpC hydrolysis of nitrocefin, absorbance 480 nm, 0.01% Triton. AID 485294;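 further: potency means the concentration at half of the fitted maximal effect; 0% = no-compound wells and -100% = no-enzyme wells; nearly all actives have a fitted effect of over 25% in size; some results filed as inactive show a strong effect at the top dose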
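20 mM phosphate pH 7.0 + 0.01% (detergent screen) or 0.0001% Triton X-100; 5.3 nM AmpC reagent; cpd preinc 15 min RT; nitrocefin (800 uM stock) to start; A480 q20 s × 4 min; Activity was normalised to no-enzyme and no-compound control wells.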
HCV inh: inhibitors of hepatitis C virus infection; Huh7.5.1 HCVcc-Cre infection, luciferase reporter, 44 h; Potency, µM (doses to about 41.8 µM), inactives show top-dose activity change, negative = inhibition, hits mostly inhibitors; 340,000 compounds, 3.4% hits; AID 651820; further: potency means the concentration at half of the fitted maximal effect
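Infectious HCVcc-Cre (~0.5 moi) was added to cells just after compound, with cells seeded 4 h earlier at 1,000 per well. Luciferase activity after 44 h culture reported infection; substrate was incubated 15 min at room temperature before reading.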
LmPK inh: LmPK (Leishmania mexicana) enzyme inhibition; Q27686; purified LmPK, Kinase-Glo ATP luminescence, 1 h; Potency, µM (series often up to 57.5 µM), inactives show at the top dose activity change, negative = inhibition, actives largely listed as inhibitors; 290,000 compounds, 0.37% hits; AID 1721; further: potency means the concentration at half of the fitted maximal effect
Target sequence (Q27686 whole entry, looked up): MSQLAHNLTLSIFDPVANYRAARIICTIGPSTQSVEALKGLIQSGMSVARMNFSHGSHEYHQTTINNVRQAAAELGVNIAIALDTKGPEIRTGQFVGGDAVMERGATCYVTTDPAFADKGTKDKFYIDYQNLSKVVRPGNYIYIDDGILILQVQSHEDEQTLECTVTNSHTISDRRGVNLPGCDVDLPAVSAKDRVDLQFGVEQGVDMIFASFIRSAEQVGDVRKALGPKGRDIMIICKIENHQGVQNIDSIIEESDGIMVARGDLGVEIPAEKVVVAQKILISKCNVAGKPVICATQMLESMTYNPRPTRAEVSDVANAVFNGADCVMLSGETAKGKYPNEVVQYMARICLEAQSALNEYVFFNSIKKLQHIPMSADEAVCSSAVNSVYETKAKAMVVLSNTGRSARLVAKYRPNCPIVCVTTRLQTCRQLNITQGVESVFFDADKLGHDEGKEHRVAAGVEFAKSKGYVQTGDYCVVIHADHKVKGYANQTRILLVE
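Kinase-Glo luminescence read after 1 h RT reaction of 0.1 nM LmPK with 0.5 mM PEP and 0.1 mM ADP. Activity scaled between uninhibited and enzyme-free controls.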
HCMV antiviral: human cytomegalovirus inhibition; activity change, negative = inhibition, % at 57.5 µM; HFF cells, HCMV-luciferase reporter, 72 h; active compounds read low; 410,000 compounds, 4.5% hits; in the data active means activity change below about -60%; inconclusive means no clear call, values can overlap the other calls; inactive means above about -39%
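After 16 h attachment at 37C, HFF cells received test compound and HCMV-luciferase (1 PFU/cell); reporter luminescence read 72 h later, data normalized against buffer-only and known inhibitor Salinomycin.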
Active calls of the source: *; ? = inconclusive; · = no result given; & = joins results of further samples; [ ] = dose if it differs, or a comment. Unless noted, the call rests on the fitted dose curve; in most records, active means well fitted curve in the direction sought with a large enough effect; inconclusive means small, poorly fitted or top-dose-only effect, or another doubt; inactive means no such curve, though single readings can be large; an effect the other way counts as inactive or inconclusive. Unless noted, on the % scale 0 is the no-effect control and ±100 the full control effect.

SMILES	TbPYK inhibitor	AmpC no deterg	AMA1 RON2 block	AmpC detergent	HCV inh	LmPK inh	HCMV antiviral
CCOc1ccc(/C=N/OCC(=O)NCc2cccs2)cc1	-11%	-10%	11%	4%	4%	1%	?
COC(=O)c1scc(-c2ccccc2)c1S(=O)(=O)Nc1ccc(C)c(Cl)c1	2%	·	·	9%	·	·	-2
COc1cccc(C(=O)NNC(=O)/C=C/c2ccccc2)c1	-2%	-25%	93%[activator]	4%	-8%	0%	-4
CC(C)(C)C(=O)CN1C(=O)NC2(CCOc3ccccc32)C1=O (stereo not drawn)	0%	-4%	16%	6%	4%	-8%	54
CC(C)CNC(=S)NC(=O)c1ccc(Cl)cc1Cl	1%	-24%	57%[activator]	5%	7%	2%	-23
O=C(O)c1oc2ccccc2c1CN1CCN(c2ccccc2)CC1	6%	-24%	-6%	2%	-10%	2%	-2
CCCS(=O)(=O)NC(=O)C1(C)CCN(C(=O)c2c(C)noc2C)C1 (stereo not drawn)	-2%	·	2%	·	·	·	-5
CCOC(=O)c1ccc(N2C(=O)c3[nH]nc(-c4ccc(OC)cc4)c3C2c2ccc(C)cc2)cc1 (stereo not drawn)	-8%	·	·	4%	·	·	-83*
CCCCN1C(=O)NC(=O)C2(Cc3c(nc4ccccn4c3=O)N3CCc4ccccc4C32)C1=O (stereo not drawn)	4%	46%	9%	-16%	5%	0%	32
Cc1ccc(C)c(OCC(=O)NNC(=O)C2CCC2)c1	-4%	-14%	77%[activator]	6%	-7%	·	-16
CNC[C@H]1OCc2ccccc2-c2ccccc2C(=O)N([C@@H](C)CO)C[C@H]1C	1%	·	-1%	·	·	·	16
Cc1cc(C)c2c(c1)C1(OCCO1)C(=O)N2	-9%	-34%	12%	-2%	15%	-7%	112

Part of the list above, limited to HCMV antiviral and LmPK inh.
Compound | HCMV antiviral | LmPK inh
Cc1cc(C)c2c(c1)C1(OCCO1)C(=O)N2 | 112 | -7%
COc1cccc(C(=O)NNC(=O)/C=C/c2ccccc2)c1 | -4 | 0%
CCCS(=O)(=O)NC(=O)C1(C)CCN(C(=O)c2c(C)noc2C)C1 (stereo not drawn) | -5 | ·

The list continues:
SMILES	TbPYK inhibitor	AmpC no deterg	AMA1 RON2 block	AmpC detergent	HCV inh	LmPK inh	HCMV antiviral
Cc1ccc(C(=O)NNC(=S)Nc2cccc(Cl)c2Cl)cc1[N+](=O)[O-]	0%	-23%	36%[activator]	-5%	-3%	6%	18
CC1(C2CC2)NC(=O)N(CC(=O)N2CCN(c3cccc(C(F)(F)F)c3)CC2)C1=O (stereo not drawn)	1%	53%	-10%	·	-29%	·	?
Cn1nc(C(=O)NCCOc2ccccc2)c2ccccc2c1=O	-2%	4%	-19%	6%	4%	5%	-15
Cc1ccc2nc(N(CCCN(C)C)C(=O)COc3ccc(Cl)cc3)sc2c1	2%	162%[activator]	-2%	3%	?	1%[11.5 µM]	0
COc1ccc(NC(=O)C2=C(C)NC(=S)NC2c2ccc(O)c(OC)c2)cc1 (stereo not drawn)	-9%	-25%	4%	5%	-2%	11%	-8
COc1ccc(/C=C\C(=O)O[C@@H]2C(O)C(O[C@@H]3OC(C)[C@H](O[C@@H]4OCC(O[C@H]5O[C@H](CO)[C@@H](O)C(O)C5O)C(O)C4O)C(O)C3O)[C@H](OC(=O)[C@]34CCC(C)(C)C[C@@H]3C3=CCC5[C@@]6(C)CC(O)C(O[C@@H]7OC(CO)C(O)[C@H](O)[C@H]7O)[C@@](C)(C(=O)O)C6CC[C@@]5(C)[C@]3(CO)CC4)O[C@H]2C)cc1 (stereo partly drawn)	1%	172%[activator]	7%	·	?	·	·
CNC(=O)c1ccccc1NC(=O)c1c(O)c2c([nH]c1=O)CCCC2	2%	91%[activator]	-9%	-6%	-17%	0%	46
Cc1nc2c([N+](=O)[O-])c(C)c(C)cc2[nH]1	2%	-8%	3%	?	0%	-2%	-15
CCN(Cc1ccncc1)C(=O)c1cccs1	11%	-18%	-5%	-2%	13%	3%	14
O=S(=O)(c1ccc(SCc2ccccc2F)nc1)N1CCCC1	4%	-21%	16%	-6%	?	·	-2
O=c1oc2c(CN3CCCCC3)c(O)ccc2c2c1CCCC2	10%	-27%	-4%	-8%	16%	-1%	-1
C/C(Cl)=C\Cn1c(N2CCCC2)nc2c1c(=O)[nH]c(=O)n2C	0%	-21%	-3%	-11%	-7%	-1%	-89*
CCC(C(=O)NCc1ccc(OC)c(OC)c1)n1nc(C)c2c(C)n(-c3ccc(C)cc3)nc2c1=O (stereo not drawn)	4%	·	·	11%	·	·	-74*
C[C@H](CO)N1C[C@H](C)[C@@H](CN(C)S(=O)(=O)c2ccccc2)Oc2ccc(NC(=O)Nc3ccccc3)cc2C1=O	-5%	93%[activator]	-4%	·	-3%	·	-73*
CCOc1ccccc1NC(=O)C(OC(=O)c1cnc(C)cn1)c1ccccc1 (stereo not drawn)	-9%	·	-7%	·	·	·	-21
CC(C)(C)N(NC(=O)c1ccccc1)C(=O)c1ccc(C(=O)N(NC(=O)c2ccccc2)C(C)(C)C)cc1	7%	-39%	-2%	-11%	3%	3%	-60*
O=C(Cn1cc(SCc2c(F)cccc2Cl)c2ccccc21)N1CCCCC1	0%	·	·	14%	·	·	124
COc1ccccc1CN1CC(C(=O)NCCSc2nnnn2C)CCC1=O (stereo not drawn)	-8%	-4%	-9%	-3%	4%	-8%	17
O=S(=O)(Nc1ccc(-c2nc3cccnc3s2)cc1)c1ccccc1F	-6%	-37%	5%	2%	-16%	-5%	1
Cc1cc(C)c2c(CC(=O)Nc3ccc(S(=O)(=O)N4CCCCC4)cc3)coc2c1	0%	·	·	15%	·	·	-28
Cc1ccc(C(=O)N2CCc3ccccc32)o1	-29%	-21%	-19%	-5%	9%	14µM*	76
CC1CCN(CCCOc2ccc(OCc3ccccc3)cc2)CC1	3%	61%[activator]	-7%	?	?	-2%	-30
CCCCC1=CC2=C(c3ccco3)C(=O)C(C)(OC(=O)c3ccc(OC)cc3)C(=O)C2=CN1CCOC (stereo not drawn)	-9%	87%[activator]	-15%	-5%	11%	-4%[11.5 µM]	30
COc1ccc(-c2cc(C(F)(F)F)nc(-n3cc(Br)cn3)n2)cc1	-1%	-5%	12%	-1%	?	-4%	-25

2 consecutive records out of the list so far, quoted:
SMILES	TbPYK inhibitor	AmpC no deterg	AMA1 RON2 block	AmpC detergent	HCV inh	LmPK inh	HCMV antiviral
CCCCC1=CC2=C(c3ccco3)C(=O)C(C)(OC(=O)c3ccc(OC)cc3)C(=O)C2=CN1CCOC (stereo not drawn)	-9%	87%[activator]	-15%	-5%	11%	-4%[11.5 µM]	30
COc1ccc(-c2cc(C(F)(F)F)nc(-n3cc(Br)cn3)n2)cc1	-1%	-5%	12%	-1%	?	-4%	-25

The listing continues:
SMILES	TbPYK inhibitor	AmpC no deterg	AMA1 RON2 block	AmpC detergent	HCV inh	LmPK inh	HCMV antiviral
CCN1CCN(c2c(C(=O)c3ccc(OC)cc3)cnc3ccccc23)CC1	-1%	-25%	-8%	2%	-2%	-2%	26
OC(c1ccccc1)c1cccnc1 (stereo not drawn)	0%	-50%	-2%	?	24%	6%	55
Cc1ccc(Nc2c([N+](=O)[O-])c(=O)oc3ccccc23)cc1	1%	57%	-6%	0%	?	0%	-9
O=C(CN(C(=O)CNC(=O)c1cccs1)c1ccc2c(c1)OCCO2)NC1CCCC1	4%	-28%	2%	5%	23%	-3%	-35
Cc1ccc(C(=O)CCC(=O)CCC(=O)O)cc1	-5%	·	1%	·	10%	·	41
Cc1cc(C)cc(-n2ccn(CC(=O)Nc3cc(C)ccc3C)c(=O)c2=O)c1	0%	·	·	16%	·	·	44
CC1Cc2cc(/C(O)=C3/C(=O)C(=O)N(Cc4cccnc4)C3c3cccc(O)c3)ccc2O1 (stereo not drawn)	28%	-20%	0%	-2%	8%	6%	6
CS(=O)(=O)Nc1ccccc1Oc1ccccc1	3%	-21%	-2%	1%	12%	-3%	19
Cc1c(C(=O)Nc2ccc(-n3cnnn3)cc2)oc2ccccc12	-2%	-12%	-10%	-17%	4%	3%	-65*
Cc1oc2ncnc(N3CCOCC3)c2c1C(=O)NCc1ccccc1	-11%	·	·	19%	·	·	9
O=C(NCCC1=CCCCC1)C(=O)NCC1OCCCN1S(=O)(=O)c1ccccc1 (stereo not drawn)	-7%	-6%	13%	-9%	20%	2%	-23
CCOc1cc(C2C3=C(CCCC3=O)N(C)C3=C2C(=O)CCC3)cc(Cl)c1O	-6%	-13%	2%	-15%	5%&9%	3%	-11
S=c1[nH]ncn1/N=C/c1cccc(Oc2ccccc2)c1	?	-14%	0%	2%	8%	10µM*	46
COc1ccc(-c2[nH]nc3oc(=O)c(CCO)c(C)c23)cc1	3%	-16%	7%	-6%	0%	-1%	-11
COc1ccc(CN(C(=O)Nc2cc(C)ccc2C)C2CCN(C(C)=O)CC2)cc1	1%	·	·	-3%	·	·	-6
CC(C)NC(=O)c1cc2c(s1)CCCC2	2%	4%	16%	1%	-10%	-7%	-18
COc1cccc(CNC(=O)Cn2c(=O)c3cccn3c3ccccc32)c1	3%	-10%	-3%	1%	-1%	4%	-66*
Cc1ccc(S(=O)(=O)N2C[C@H]3[C@H]4C(=O)N(c5ccccc5)C(=O)[C@H]4C[C@H](OC(=O)NC4CC4)[C@@]3(O)C2)cc1	1%	·	4%	·	·	·	14
O=C(NCC1CCCO1)NC1CCCCC1 (stereo not drawn)	9%	0%	-6%	-3%	2%	3%	43
CC(=NNc1ccccc1)C(C)=NNc1ccccc1	-5%	·	-2%	·	12%	·	?
CCOC(=O)c1cnc2ccc(C(=O)OC)cc2c1Nc1ccc2c(c1)OCCO2	-1%	-29%	1%	-6%	?	-6%	-36
CCCSc1nnc2n(-c3cccc(C)c3)c(=O)c3c4c(sc3n12)CCCC4	4%	·	·	10%	·	·	-17
Cc1ccnc(NS(=O)(=O)c2ccc(NC(=O)c3ccc(S(=O)(=O)N4CCCC4)cc3)cc2)n1	7%	-45%	1%	8%	2%	-7%	-33
CC1(C(=O)O)CCN1C(=O)c1cccnc1Oc1ccccc1 (stereo not drawn)	-3%	·	0%	·	·	·	4
COc1cc(F)ccc1-c1csc(C(C)(NC(C)=O)c2ccccc2)n1 (stereo not drawn)	1%	·	5%	·	·	·	48
Cc1ccc(C(=O)NC(=S)Nc2ccc(-c3cc4ccccc4oc3=O)cc2)c(C)c1	-11%	-8%	4%	0%	17%	2%	-33
